CHO-K1 Ca antag: counter-screen for M1 antagonists: effect in parental CHO-K1 cells; ATP-induced calcium, Fluo-8 fluorescence; inhibition, % at 3 µM; hit rate 0.6% among 360,000; AID 602250;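 active = inhibition above a per-plate cutoff, the plate's mean sample inhibition plus 3 SD, cut at about 24% in these data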;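 note: 0% = DMSO plus EC80 ATP and 100% = DMSO alone without ATP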
M1 ag parental: counter-screen for M1 agonists: effect in parental CHO-K1 cells; hit rate 0.48% among 360,000; activation, % at 3 µM; Fluo-8 calcium fluorescence; scaled to maximal ATP response, vehicle zero; AID 602248; in the data active = activation above about 15%;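 note: untransfected CHO-K1 host cells lacking M1 receptor as counterscreen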
CHRM1 agonist: agonists of human M1 muscarinic receptor | P11229 | CHO-K1 hM1, Fluo-8 calcium fluorescence, agonist mode; 0% DMSO, 100% acetylcholine EC100 | activation, % at 3 µM | hit rate 0.33% among 360,000 | AID 588814;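 active = activation above the run's mean compound activation plus 3 SD, cut at about 16% in these data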;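 note: peak over basal fluorescence ratio within a 140 s kinetic read after compound addition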
TAAR1 antag: human TAAR1 antagonism; Q96RJ0; CHO RD-HGA16 TAAR1, Fluo-8 calcium fluorescence, antagonist; inhibition, % at 3 µM; hit rate 1.5% among 360,000; AID 624466;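 active = inhibition above a per-plate cutoff, the mean inhibition of test compounds on that plate plus 3 SD, cut at about 49% in these data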;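 note: 0% = DMSO plus EC80 beta-PEA response and 100% = DMSO alone without agonist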
Target sequence (Q96RJ0 whole entry, looked up): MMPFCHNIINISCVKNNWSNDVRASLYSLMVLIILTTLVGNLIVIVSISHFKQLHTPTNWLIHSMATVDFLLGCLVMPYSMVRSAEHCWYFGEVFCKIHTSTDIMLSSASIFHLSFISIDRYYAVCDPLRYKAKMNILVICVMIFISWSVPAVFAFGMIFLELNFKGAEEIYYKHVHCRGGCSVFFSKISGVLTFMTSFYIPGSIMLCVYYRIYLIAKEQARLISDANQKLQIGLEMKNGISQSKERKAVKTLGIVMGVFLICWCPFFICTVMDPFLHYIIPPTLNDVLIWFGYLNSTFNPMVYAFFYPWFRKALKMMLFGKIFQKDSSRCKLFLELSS
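Assay system: RD-HGA16 CHO cells with stable hTAAR1 and Gα16 / Reagent: EC80 β-phenethylamine stimulus / Doses: 3 µM, single point / Timing: dye loading 75 min at 37 °C, then 30 min room temperature / Measured by: Fluo-8 intracellular calcium dye fluorescence, real-time kinetic reads / Controls: vehicle wells and EC80 agonist wells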
M1 PAM parental: nonselective activator or artifact in parental CHO-K1 calcium assay. hit rate 0.02% among 360,000. ATP EC20, Fluo-8 calcium fluorescence; 0% at ATP EC20, 100% at ATP max. activation, % at 3 µM;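 active = activation above the run cutoff, the mean activation of all test compounds plus 3 SD, cut at about 40% in these data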;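 note: peak over basal fluorescence ratio in a 140 s read after ATP addition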
CHO parental Ca: counter-screen: ATP calcium response change in parental CHO cells; parental CHO-K1, ATP-induced calcium, Fluo-8 fluorescence; inhibition, % at 5.6 µM; hit rate 0.63% among 330,000;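 active = inhibition above that plate's mean sample inhibition plus 3 SD, cut at about 26% in these data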;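 note: 0% = ATP-challenged DMSO wells and 100% = DMSO wells without ATP; some compounds past the cut are filed as inactive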
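Material: parental CHO cells / Compound: single nominal dose of 5.6 µM per compound / Signal: Fluo-8 fluorescence / Replicates: singlicate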
OXTR potentiate: potentiates the human oxytocin receptor response; activation, % at 3 µM; hit rate 0.061% among 320,000; P30559; CHO-OTR cells, Fluo-8 calcium fluorescence, potentiator mode; 0% = oxytocin EC15, 100% = EC100;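 active = activation above that plate's cutoff, the mean activation of tested compounds plus 3 SD, cut at about 6.6% in these data, passing the limit was not always enough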;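 note: 100% uses oxytocin at 75 nM as the full agonist control; some results filed as inactive read as strong as hits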
Target sequence (P30559 whole entry, looked up): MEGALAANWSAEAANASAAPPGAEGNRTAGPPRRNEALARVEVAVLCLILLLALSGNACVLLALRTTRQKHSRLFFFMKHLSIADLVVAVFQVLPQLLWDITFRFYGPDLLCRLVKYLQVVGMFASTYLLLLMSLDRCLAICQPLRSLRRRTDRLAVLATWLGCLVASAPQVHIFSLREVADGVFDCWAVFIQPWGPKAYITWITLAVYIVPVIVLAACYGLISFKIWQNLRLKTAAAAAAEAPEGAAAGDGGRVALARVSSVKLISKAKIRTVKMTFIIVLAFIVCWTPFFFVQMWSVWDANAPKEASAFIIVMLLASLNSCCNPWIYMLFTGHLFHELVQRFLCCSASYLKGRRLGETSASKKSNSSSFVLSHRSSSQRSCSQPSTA
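assay system = CHO-OTR cells, human receptor | schedule = compound 6 min at room temperature before oxytocin, 100 s read | detection = Fluo-8 intracellular calcium fluorescence, ex 470-495, em 515-575 nm | evaluation = normalized max/min fluorescence ratio, % activation | control set = EC15 oxytocin alone as 0%, 75 nM oxytocin (EC100) as 100%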
M1 antag: human CHRM1 antagonism; P11229; CHO-K1 hM1, Fluo-8 calcium fluorescence, ACh EC80 antagonist; inhibition, % at 3 µM; hit rate 1.3% among 360,000; AID 588852;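 active = percent inhibition above its own plate's cutoff, namely the mean of that plate's compound wells plus 3 SD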;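 note: peak over basal fluorescence ratio during 140 s after agonist addition; 0% = ACh EC80 plus DMSO and 100% = DMSO alone without agonist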
TAAR1 ag: agonists of human TAAR1. activation, % at 3 µM. AID 624467. CHO RD-HGA16 TAAR1, Fluo-8 calcium fluorescence; vehicle wells 0%, saturating PEA agonist 100%. hit rate 0.99% among 360,000. Q96RJ0;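 active = activation above the mean activation of all test compounds in the run plus 3 SD, cut at about 38% in these data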
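Test system: RD-HGA16 (CHO) cells co-expressing Gα16 and hTAAR1 / Benchmarks: DMSO vehicle as 0%, PEA at EC100 as 100% / Repeats: no replicates (n 1) / Measure: % activation from peak over basal fluorescence ratio, DMSO-to-PEA scaled / Timing: 17-24 h plating, Fluo-8 75 min 37 °C, 30 min RT / Technique: kinetic Fluo-8 calcium fluorescence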
An asterisk follows results filed as active; . = not tested or not shown.

item	smiles	CHO-K1 Ca antag	M1 ag parental	CHRM1 agonist	TAAR1 antag	M1 PAM parental	CHO parental Ca	OXTR potentiate	M1 antag	TAAR1 ag
1	COc1nc(-c2ccccc2)ccc1-c1noc(-c2cccs2)n1	8	-0.4	-2	-2	-9	-6	-12	16	8
2	O=C(Nc1ccc(O)c(-c2nc3ccccc3s2)c1)c1cc(=O)c2ccccc2o1	13	0.1	-1	14	-8	-3	-10	4	-1
3	CCc1nc2ccc(C(=O)Nc3cccc(NS(C)(=O)=O)c3)cn2c1N(CC)Cc1cccc(Br)c1	-4	0.0	-7	4	-1	.	.	6	1
4	COc1ccc(Br)cc1S(=O)(=O)Nc1ncccc1C	-24	0.5	-4	12	23	-7	-4	3	8
5	CC(=O)Nc1ccc(OCC(O)Cn2c(C(C)C)nc3ccccc32)cc1 (stereo not given)	22	-0.5	-1	5	-22	-12	7	16	3
6	COc1ccc(NC(=O)c2ccccc2SC)cc1OC	-5	0.2	0	2	9	-20	-8	-37	6
7	COc1cccc(C(=O)NCC2CCCN(C(=O)c3ccc(C=O)cc3)C2)c1OC (stereo not given)	3	0.2	-2	-17	4	-4	-4	-8	1
8	CCOC(=O)C(=O)N/N=C/c1ccc(F)cc1	-8	0.9	-1	-24	5	-5	4	6	0
9	Cc1ccc(C2=Nc3c(ccc4ccccc34)C(c3ccncc3)=NN2)cc1	3	0.7	-8	-14	1	.	.	-5	-2
10	COCCn1c(-c2cccc([N+](=O)[O-])c2)nc2c1c(=O)[nH]c(=O)n2Cc1ccccc1	-5	-0.1	-7	-25	-3	-18	3	-10	2
11	CCSc1nnc(NC(=O)CSc2nc3c(c(=O)n2CC)SC(C)C3)s1 (stereo not given)	19	0.0	0	9	-7	-6	1	16	7
12	CCOc1ccc(C(=O)Nc2cccc3cccnc23)cc1	0	-0.2	-1	-22	3	-12	-19	-4	1
13	CCc1ccc(NC(=O)c2ccc(S(=O)(=O)NCc3cccnc3)cc2)cc1	0	5.6	-8	6	-3	-11	-28	-26	1
14	COc1ccccc1CN1CC(C(=O)N(C)Cc2nc(C)cs2)CCC1=O (stereo not given)	-7	0.3	-4	-11	14	-8	-5	-14	4
15	CCOc1ccccc1N1CCN(C(=O)c2cc(-c3cccnc3)nc3c(Cl)cccc23)CC1	-13	1.0	0	.	14	2	-5	-4	.
16	CC(C)[C@H](NC(=O)c1ccccc1F)C(=O)Nc1ccc2c(c1)OCO2	-10	0.2	-6	0	4	-6	4	-3	2
17	Cc1c(C(=O)N(C)Cc2ccccc2)oc2ccc(S(=O)(=O)N3CCCC3)cc12	-15	1.8	-5	-11	23	-9	-1	8	15
18	COc1ccccc1C(=O)NC(=O)Nc1nc(-c2ccccc2)cc(C(F)(F)F)n1	-12	0.1	-2	-13	6	-11	-2	-11	2
19	Cc1cccc(NC(=O)N2CCC(NC(=O)c3ccco3)CC2)c1	-7	0.1	-3	15	-2	-16	-2	4	4
20	O=C(NC(O)C(=O)c1ccc(F)cc1)c1ccc(F)cc1 (stereo not given)	2	2.4	2	-15	11	1	-2	-19	8
21	O=C(CN1C(=O)NC2(CCCC2)C1=O)NCC1CCCO1 (stereo not given)	-11	0.2	0	-27	7	8	3	-14	1
22	CCN1CCN(C(=S)Nc2ccc3nc(N4CCN(CC)CC4)cc(C)c3c2)CC1	-16	3.6	-9	7	20	-6	-6	-1	0
23	CCCCNc1nc(-c2ccccc2)nc(-n2ccnc2)n1	-19	0.0	-3	11	15	-14	-5	-2	1
24	C[C@H](NC(=O)C1CC(=O)N(c2ccc3c(c2)OCO3)C1)C(=O)NC1CCCCC1 (stereo not given in full)	2	-0.2	-3	1	-3	-13	2	11	-1
25	Cc1cccc(-c2nc(C#N)c(N3CCC(C)CC3)o2)c1	-13	-0.1	-2	25	7	.	.	-4	-2
26	COCCCNC(=O)Cn1cc(C(=O)C2CC2)c2ccccc21	-4	0.3	-2	-4	6	-12	-4	0	1
27	CC(C)[C@H]1CN=C2N(C[C@H](C)NC(=O)CCC3CCCCC3)[C@H](Cc3ccc(O)cc3)CN21	-9	0.2	-15	4	-12	-13	4	-1	8
28	O=C(NNC(=O)c1ccccc1-c1ccccc1C(=O)O)c1cccc([N+](=O)[O-])c1	-9	0.3	0	2	14	0	-2	-8	1
29	O=C(Nc1ccc(CN2CCOCC2)cc1)c1cccc(F)c1	-3	0.1	-12	-7	1	0	-3	-7	14
30	CCc1nc2ccc(C(=O)NCc3ccc4c(c3)OCO4)cn2c1N(CC)Cc1cccc(Br)c1	-15	-0.1	-8	-2	21	.	.	-10	1
31	Cc1ccccc1-c1noc(N)c1C#N	-12	0.2	-7	12	18	-7	-2	-14	2
32	O=C(NCc1ccco1)c1ccc(N2CCCCC2)c([N+](=O)[O-])c1	-8	0.9	-8	2	26	-6	-12	-5	0
33	NC(=O)C1CCN(C(=O)c2ccc(-c3ccccc3)cc2)CC1	-2	-0.1	-1	.	0	-9	-1	-2	.
34	O=C(Nc1ccccc1)c1cc(C2CCCCN2C(=O)c2ccccc2)on1 (stereo not given)	-2	3.5	-6	-5	2	.	.	-1	2
35	COc1nc(OC)nc(Oc2ccc(Cl)cc2[N+](=O)[O-])n1	-10	0.1	-7	-4	14	-10	-11	-6	9
36	COCCNC(=O)Cn1nc(C)c2ccccc2c1=O	-16	0.3	-1	-1	21	-8	-9	-6	0
37	CCC(=O)Nc1cc(C(F)(F)F)ccc1N1CCCC1	-10	1.5	-6	-12	9	-10	4	4	0
38	CC(Sc1nc(N)cc(N)n1)C(=O)Nc1ccc(N2CCOCC2)cc1 (stereo not given)	-3	-0.1	-1	-2	-9	-5	2	-6	1
39	C[C@H](CO)N1C[C@H](C)[C@@H](CN(C)S(=O)(=O)c2ccccc2)Oc2ccc(NC(=O)Cc3ccccc3)cc2C1=O	-10	0.6	-6	24	11	-23	-2	2	11
40	CN(C(=S)NC1=CCS(=O)(=O)C1)C1CCCCC1	-3	0.2	-5	-7	16	4	-14	-8	24

Entries 30–37, reprinted for reference:
item	smiles	CHO-K1 Ca antag	M1 ag parental	CHRM1 agonist	TAAR1 antag	M1 PAM parental	CHO parental Ca	OXTR potentiate	M1 antag	TAAR1 ag
30	CCc1nc2ccc(C(=O)NCc3ccc4c(c3)OCO4)cn2c1N(CC)Cc1cccc(Br)c1	-15	-0.1	-8	-2	21	.	.	-10	1
31	Cc1ccccc1-c1noc(N)c1C#N	-12	0.2	-7	12	18	-7	-2	-14	2
32	O=C(NCc1ccco1)c1ccc(N2CCCCC2)c([N+](=O)[O-])c1	-8	0.9	-8	2	26	-6	-12	-5	0
33	NC(=O)C1CCN(C(=O)c2ccc(-c3ccccc3)cc2)CC1	-2	-0.1	-1	.	0	-9	-1	-2	.
34	O=C(Nc1ccccc1)c1cc(C2CCCCN2C(=O)c2ccccc2)on1 (stereo not given)	-2	3.5	-6	-5	2	.	.	-1	2
35	COc1nc(OC)nc(Oc2ccc(Cl)cc2[N+](=O)[O-])n1	-10	0.1	-7	-4	14	-10	-11	-6	9
36	COCCNC(=O)Cn1nc(C)c2ccccc2c1=O	-16	0.3	-1	-1	21	-8	-9	-6	0
37	CCC(=O)Nc1cc(C(F)(F)F)ccc1N1CCCC1	-10	1.5	-6	-12	9	-10	4	4	0

Remaining list, next part:
item	smiles	CHO-K1 Ca antag	M1 ag parental	CHRM1 agonist	TAAR1 antag	M1 PAM parental	CHO parental Ca	OXTR potentiate	M1 antag	TAAR1 ag
41	Cc1cc(C)c(S(=O)(=O)Nc2ccc3[nH]c(=O)[nH]c3c2)c(C)c1	-15	0.2	-4	4	9	5	-10	-7	1
42	COc1ccc(/C=C/c2c(-c3ccc(OC)cc3)sc3cc(OC)c(OC)cc23)cc1	-24	0.7	-2	0	10	-9	0	-10	0
43	O=C(c1ccccc1)C1C(=O)c2ccccc2C1=O	-12	0.1	-4	-12	13	-16	3	-3	0
44	CC(C)C(=O)N1CCN(c2ccc(NC(=O)c3ccc([N+](=O)[O-])o3)cc2)CC1	-4	8.1	-3	18	19	-2	-1	-10	3
45	COc1ccc(C(=O)COC(=O)C(O)c2ccccc2)c(OC)c1 (stereo not given)	-2	1.0	-2	14	-4	-8	5	-6	3
46	C/C=C/c1ccc(Oc2nnnn2-c2ccc(C(N)=O)cc2)c(OC)c1	-6	-0.8	-5	-4	8	-19	-7	-9	16
47	COc1ccc(C(=O)/C=C/C(=O)N(CC(=O)NC2CCCCC2)Cc2ccccc2)c(O)c1	-3	2.1	-3	66*	-10	.	.	-1	41*
48	CC1(C)CC(=O)C(C=Nc2ccccc2C(=O)O)=C(O)C1	0	-0.3	-6	-12	12	1	-1	-5	-1
49	COc1ccc(-c2nc(=S)n3ccsc3n2)cc1OC	-7	-0.2	-4	1	8	-4	-1	0	-1

Source: PubChem (The Scripps Research Institute Molecular Screening Center)

Random draw from the library (roughly 4.2% active in at least one column).
